# Assay outcomes deposited in PubChem BioAssay by several laboratories.
# iPSC survival up: increases survival of single human iPS cells; survival enhancement, % at 20 µM; hiPSC single-cell survival, ATPlite luminescence; 100% = ROCK inhibitor wells, 0% = DMSO; actives 0.044% (n = 360,000); in the data active means survival enhancement above about 18%;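 further: cells exposed to compounds for 16 hours before the ATP read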
# aDG glyco up: alpha-DG glycosylation activation; Pro5-aDG cells, alpha-DG glycosylation AlphaScreen (IIH6); 0% Pro5, 100% B10-LARGE cell signal; activation, % at 10 µM; actives 0.22% (n = 360,000);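 active means activation of at least 8% versus controls, or a plate z-score of at least 8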;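 further: Pro5 are CHO cells carrying HIG-tagged alpha-DG that lacks glycosylation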
# PDI inh: inhibitors of human protein disulfide isomerase; P07237; inhibition, % at 10 µM; PDI insulin aggregation turbidity, A650, 90 min; actives 0.052% (n = 350,000);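 active means mean inhibition across replicates of 30% or more, whatever share of single replicates reach that level; inconclusive means mean inhibition below 30% while every single replicate reaches 30%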;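 further: absorbance from insulin aggregation driven by PDI reduction with DTT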
# Target sequence (P07237 whole entry, looked up): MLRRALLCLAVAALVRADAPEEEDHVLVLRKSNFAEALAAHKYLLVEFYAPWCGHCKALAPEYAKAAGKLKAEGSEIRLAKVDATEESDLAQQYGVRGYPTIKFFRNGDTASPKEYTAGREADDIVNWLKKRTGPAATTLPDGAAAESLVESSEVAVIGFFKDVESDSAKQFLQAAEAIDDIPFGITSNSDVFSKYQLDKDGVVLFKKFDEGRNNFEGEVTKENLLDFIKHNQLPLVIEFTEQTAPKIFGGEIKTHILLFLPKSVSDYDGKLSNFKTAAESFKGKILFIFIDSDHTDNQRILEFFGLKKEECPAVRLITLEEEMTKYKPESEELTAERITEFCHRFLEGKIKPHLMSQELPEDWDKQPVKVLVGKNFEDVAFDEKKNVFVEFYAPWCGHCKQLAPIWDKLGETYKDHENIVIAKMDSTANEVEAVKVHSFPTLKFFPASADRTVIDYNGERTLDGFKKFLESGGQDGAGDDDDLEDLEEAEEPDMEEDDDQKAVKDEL
# Glyco luc inh: N-linked glycosylation inhibition. D54 ERlucT glycosylation luciferase reporter, 24 h; percent of 100 nM tunicamycin response. reporter increase, % at 12.5 µM. actives 0.23% (n = 360,000). AID 588692;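 active means mean luciferase reporter signal, scaled so untreated is 0 and the glycosylation-blocking control 100, at or above a set limit in every replicate; inconclusive means mean reaches the limit but not every replicate does; inactive means mean below the limit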;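 further: luciferase carries N-glycosylation sites so blocking glycosylation raises the light; 0% = median of neutral control wells and 100% = median of 100 nM tunicamycin wells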
# Vif imaging: blocks HIV Vif function | HEK293T cells, Vif self-association by quenched fluorescence, imaging, 24 h | inhibition, % at 7.49 µM | actives 0.35% (n = 340,000); in the data active means inhibition above about 50%, passing the limit was not always enough; inconclusive means no clear call, values can overlap the other calls; inactive means below about 31%; further: some results filed as inactive read as strong as hits
# Cardio protect: modulators protecting cardiomyocytes from myocardial damage. H9c2 cardiomyocytes, H2O2 injury protection, ATPLite, 2 h. protection from H2O2 cell death, % at 20 µM. actives 0.63% (n = 360,000). AID 588492;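 active means compounds giving at least 50% protection of heart cells from peroxide-induced death in the single-dose screen, raw or plate-pattern-corrected value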;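 further: 0% = DMSO wells with peroxide and 100% = DMSO wells without peroxide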
# Exocytosis inh: blocks lytic granule exocytosis; TALL-104 LAMP-1 surface exposure, flow cytometry; cells stimulated with thapsigargin and PMA; AID 651702; inhibition, % at 10 µM; actives 0.66% (n = 360,000);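 active means inhibition above about 55%, limit read from the data; inconclusive means no clear call, values can overlap the other calls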
# m5-HT2A agonist: mouse HTR2A agonism via beta-arrestin recruitment; AID 624169; actives 0.66% (n = 360,000); activation, % at 7.6 µM; CHO-K1 mHTR2A beta-arrestin complementation, luminescence; percent of 30 µM serotonin response;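 active means activation above a run cutoff, the mean activation of all tested compounds plus 3 SD, cut at about 14% in these data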;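 further: 0% = plate median of compound wells and 100% = 30 µM serotonin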
# Target sequence (P35363 whole entry, looked up): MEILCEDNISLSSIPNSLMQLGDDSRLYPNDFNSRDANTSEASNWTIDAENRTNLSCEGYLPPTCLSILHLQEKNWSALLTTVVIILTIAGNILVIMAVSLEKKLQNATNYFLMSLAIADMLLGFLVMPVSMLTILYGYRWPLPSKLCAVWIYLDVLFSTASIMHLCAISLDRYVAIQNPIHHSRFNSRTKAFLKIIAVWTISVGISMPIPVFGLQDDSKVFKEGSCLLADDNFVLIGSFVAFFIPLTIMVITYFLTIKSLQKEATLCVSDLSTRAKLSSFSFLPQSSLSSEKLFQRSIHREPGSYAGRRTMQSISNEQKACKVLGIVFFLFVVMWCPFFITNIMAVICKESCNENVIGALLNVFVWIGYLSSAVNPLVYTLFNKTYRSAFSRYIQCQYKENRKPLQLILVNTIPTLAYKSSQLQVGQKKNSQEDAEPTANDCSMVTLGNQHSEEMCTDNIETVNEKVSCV
# CaV13 ICDI inh: Disruptors of the CACNA1D IQ motif to Ca2+-dependent inactivation inhibitor domain association, primary screening, Förster resonance energy transfer in intact living …. inhibition, % at 12.3 µM. actives 0.098% (n = 340,000). HEK cells, CFP/YFP FRET ICDI-IQ, plate reader, 10 min; percent FRET-ratio fall versus neutral wells. AID 743397;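 active means mean replicate inhibition of at least 30% and at least 1% of replicates passing that level; inconclusive means only one of the two criteria is met; inactive means neither criterion is met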;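 further: 0% = median of the neutral control wells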
# ABCB6 inh MLPCN: inhibitors of human ABC transporter ABCB6; K562-ABCB6 porphyrin accumulation, flow cytometry, 1 h; hits give low values; fluorescence ratio to DMSO, % at 10 µM; actives 0.19% (n = 360,000);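 active means fluorescence ratio to DMSO below 75%, the collection mean minus 3 SD; inconclusive means too few cells collected in the well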;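 further: signal is porphyrin accumulated inside mitochondria; 100% equals median channel fluorescence of DMSO control wells; lower ratio means ABCB6 inhibition with less porphyrin fluorescence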
# * hit, by the source's call; ? = inconclusive; . = not tested or not shown.
SMILES,iPSC survival up,aDG glyco up,PDI inh,Glyco luc inh,Vif imaging,Cardio protect,Exocytosis inh,m5-HT2A agonist,CaV13 ICDI inh,ABCB6 inh MLPCN
CCOc1ccc(Oc2cc(N)cc([N+](=O)[O-])c2)cc1,-2.4,-0.1,0,-1,4,-6,-1,-4,-7,102
O=C(NC1CCCCC1)c1cccnc1Sc1ccccc1Cl,0.7,0.2,10,-3,16,-5,-5,0,-2,98
CCc1nc2ccc(C(=O)N(C)CCCN(C)C)cn2c1N(CC)CCOC,1.8,-0.2,-1,1,8,5,1,2,-7,99
Cc1cccc(N(CC(=O)NC2CCCC2)C(=O)CCCC(=O)Nc2ccccn2)c1,-2.7,-0.4,2,-1,0,-1,5,0,.,96
C=CCn1c(SCC(=O)c2ccc(O)c(O)c2)nnc1-c1ccc(C)cc1,-1.6,0.1,-1,-3,1,62*,0,-5,-10,101
Cc1noc(C)c1CS(=O)(=O)c1ccc(Br)cc1,0.4,0.1,4,1,-6,-4,3,1,-9,97
Cc1nnc(NC(=O)CSc2nnc(C(C)NC(=O)c3ccccc3F)n2C)s1 (stereo not given),0.0,0.0,2,0,-7,0,1,-2,-3,98
O=C(Nc1ccccc1Cl)c1cc(C2CCCN(C(=O)c3cccs3)C2)on1 (stereo not given),0.7,0.2,-33,-3,0,1,4,5,-6,96
COc1ccc(S(=O)(=O)N2CCN(Cc3cccc(OC)c3)CC2)cc1,-0.4,0.7,2,-1,3,-3,-7,-4,-6,98
OCCC1CN(Cc2ccc3c(c2)CCO3)CCN1Cc1ccc(F)cc1 (stereo not given),-3.8,0.1,28,-1,5,3,6,-4,-19,109
Nc1c(-c2ccccc2)cnn1-c1ccc(C(=O)O)cc1,0.2,0.0,-4,-6,7,-3,-4,12,-9,100
Cc1ccc(S(=O)(=O)N2CCCCC2)cc1NC(=O)c1cc(=O)[nH]c2ccccc12,-0.1,0.2,0,0,31,2,-2,1,-3,94
CCNc1nc(SCC(N)=O)nc2sc3c(c12)CCN(C)C3,-0.2,-0.1,-2,3,-5,3,3,-5,-2,109
COCc1cccc(-c2csc(C(O)c3ccc(OC)cc3)n2)c1 (stereo not given),4.0,0.0,1,0,-6,-9,-1,-2,-7,102
CCCc1nc2c(C)ccc(C)c2c(N)c1CC,12,0.6,-17,6,-3,-5,-1,-3,-8,113
CN(CC(=O)Nc1ccc(F)c(F)c1F)C(=O)C1CCN(C(=O)Nc2ccccc2)CC1,-0.3,0.2,10,0,-3,-2,4,6,-2,105
CCc1ccc(CNc2ccc3c(c2)ncn3C)cc1,-0.1,0.3,1,-1,18,-3,-2,-7,-8,106
CN(C)c1cccc2c(S(=O)(=O)NC(=O)[C@H]3O[C@@H](n4cnc5c(N)ncnc54)[C@H](O)[C@@H]3O)cccc12,-0.7,0.0,.,0,5,5,-2,-4,-6,97
CCOC(=O)c1c(NC(=O)C(=O)N/N=C/c2ccccc2O)sc2c1CCCCC2,3.5,0.7,5,4,-13,46,-1,9,-5,102
CC1CCCN(C(=O)CN2C(=O)NC3(CCCCC3C)C2=O)C1 (stereo not given),-0.5,-0.3,-9,1,0,-3,4,5,-1,100
CC(C)Oc1ccc(CN2CCC(n3nccc3NC(=O)c3cccnc3)CC2)cc1,-0.7,0.0,7,-1,0,2,-1,1,-6,96
O=C(O)CCC(=O)N1CCc2cc(S(=O)(=O)NCc3ccc(Cl)cc3)ccc21,0.4,-0.1,-6,2,-1,3,-1,6,-3,95
O=[N+]([O-])c1ccccc1S(=O)(=O)NCCc1ccncc1,0.3,0.2,-4,1,-12,-9,1,0,-11,95
Nc1nc(SC23CC4CC(CC(C4)C2)C3)ns1,-0.2,0.0,-9,2,-2,-4,-6,3,-1,88
O=C(COC(=O)COc1ccc(Cl)cc1Br)NC1CCCC1,-0.9,-0.3,-4,3,.,1,-1,-2,-5,95
Cc1cc(C)c(S(=O)(=O)N2C=CC(C(F)(F)F)=NCC2)c(C)c1,0.8,-0.2,-8,-1,10,-24,0,-4,-4,89
COc1cc(CNCc2ccc(OC)c(OC)c2OC)cc(OC)c1,-1.5,1.3,4,-1,-16,-14,0,-1,-4,98
CCc1ccc(NC(=O)C(C)OC(=O)Cc2cc(OC)c(OC)c(OC)c2)cc1 (stereo not given),-2.4,0.1,-7,1,-4,-5,3,0,-6,94
CCOc1ccc(N(CC(=O)Nc2c(C)cc(C)cc2C)C2=NC3CS(=O)(=O)CC3S2)cc1 (stereo not given),-2.1,0.0,.,3,2,4,-4,-6,2,99
Cc1onc(-c2ccccc2)c1C(=O)OCC(=O)Nc1ccc(Cl)cc1,3.6,0.1,9,-3,9,-4,-5,2,-2,98
CC1=C(C)CC(C(=O)NCCCN2CCCC2=O)C(C(=O)O)C1 (stereo not given),-0.4,-0.2,-4,-1,18,1,-2,2,-6,97
CCOC(=O)Cc1csc(NC(=S)NC(=O)c2ccc(Cl)cc2)n1,-1.8,-0.1,-6,0,7,-29,-5,-1,0,97
CCNC(=S)NNC(=O)c1ccccc1Cl,0.3,-0.1,-3,-1,-7,-2,?,4,-8,102
Cc1ccc2[nH]c(=O)c(CNC(C)(C)C)cc2c1,-3.1,0.2,-8,0,.,8,8,12,.,106
CCn1c(SCC(=O)Nc2nc3c(s2)CCCC3)nnc1-c1ccccc1,1.7,0.0,10,-1,-5,6,-1,-1,-9,91
O=C(CSc1ccc([N+](=O)[O-])cc1)Nc1ccccc1N1CCOCC1,5.0,0.4,1,-2,-1,-2,-8,6,-18,97
O=C(NCCC1CCCCN1S(=O)(=O)c1cccs1)C(=O)NCc1ccccc1 (stereo not given),0.4,-0.1,-1,4,8,-3,3,8,-5,93
O=C(COc1ccccc1Cl)Nc1ccc2c(c1)OCCO2,1.7,-0.1,3,-8,.,-12,7,-5,-5,113
CCOC(=O)c1ccc(S(=O)(=O)N2CCN(c3ccccn3)CC2)cc1,0.4,0.1,-3,-2,-6,-6,3,-7,-2,95
CCCc1c(C(=O)N/N=C/c2ccccc2OCc2ccc(F)cc2)nnn1-c1nonc1N,-0.3,-0.1,-3,-1,-2,-3,-2,-2,-3,91
CC1=CC(C)(C)N2C(=O)C3(NCCc4c3[nH]c3ccccc43)c3cccc1c32 (stereo not given),0.6,-0.2,3,-2,3,0,-18,2,6,98
Cc1cccc(C)c1NC(=O)N1CCN(c2nc3ccccc3s2)CC1,-1.4,4.1,2,-2,-11,-3,2,39*,.,95
CC(=O)N1CCN(C2=NC(=O)C(=C3CCCCC3)S2)CC1,-2.7,-0.3,6,2,-2,13,2,-7,0,96
CC(C)CC(=O)N1CCN(c2ccc(NC(=O)c3ccco3)cc2)CC1,1.6,-0.1,-4,-3,-3,-3,-1,-3,-6,102
COc1ccc(OC)c(NC(=S)NCc2ccco2)c1,-0.5,-0.3,9,0,14,16,4,2,-4,102
Cc1cccc(NC(=O)c2cc3c([nH]c4ccccc43)c(C)n2)c1C,0.0,0.0,7,-11,-11,11,7,-2,-3,109
COC(=O)C1=C(N)c2c(F)cccc2C1(C#N)c1ccccc1 (stereo not given),-3.1,0.2,-2,-1,-2,7,-1,-7,-5,94
CCOC(=O)c1nc2cc3n(c(C)c-2c1C)C(C)C(CC)=C3C (stereo not given),-1.9,-0.2,9,3,.,-20,-1,-4,-9,99
Cc1cccc(OCc2ccc(C(=O)N3CCOCC3)o2)c1,1.0,0.0,11,-2,4,5,0,3,-7,105
COc1ccccc1OCC(=O)NNC(=O)Nc1ccc(Cl)cc1,-1.0,-0.2,-3,17,2,6,2,-1,-4,92
CCOC(=O)N1CCN(C(=O)c2cn(CC)c3ccc(S(=O)(=O)N4CCC(C)CC4)cc3c2=O)CC1,2.0,-0.3,-2,0,0,3,0,-7,7,100
CC1(C)S[C@@H]2[C@H](NC(=O)COc3ccccc3)C(=O)N2C1C(=O)OCc1ccccc1 (stereo not given in full),1.8,0.4,-7,-1,-5,-6,-2,-3,-10,93
CCn1cc(/C=N/O)c(C)n1,6.4,-0.3,-6,-1,3,19,-1,9,-5,146
CNS(=O)(=O)c1cccc(C(=O)NC2CCCc3ccccc32)c1 (stereo not given),-0.4,0.0,1,0,-7,-4,-6,-18,-3,98
COCCNC(=O)C(=O)NNC(=O)CCc1ccccc1,2.0,-0.4,-6,0,-2,4,-1,3,0,97
C[C@H]1Cn2cnc(C(=O)N[C@@H](Cc3c[nH]c4ccccc34)C(=O)OC(C)(C)C)c2C(=O)N1,2.5,-0.2,1,1,-14,100*,1,4,-3,98
COc1cccc(-c2noc(C3CCCN(C(=O)c4ccc(F)cc4F)C3)n2)c1 (stereo not given),-0.6,0.0,4,-2,-1,-1,-2,-1,-3,95
C=CCn1c(C)cc(C(=O)CSc2n[nH]c(N)n2)c1C,2.1,0.5,9,-1,-1,-4,-2,4,-6,99
Cc1nn(CCCC(=O)NCCc2ccc(Cl)cc2)c(=O)c2nn(-c3ccccc3)c(C)c12,-0.5,-0.1,-10,0,-3,1,-5,4,-3,100
CCN(CC)CCCN(Cc1cc2cc3c(cc2[nH]c1=O)OCO3)C(=O)Nc1ccccc1OC,-0.5,0.3,3,-2,-1,-1,0,-3,-7,110

# (list continues)
SMILES,iPSC survival up,aDG glyco up,PDI inh,Glyco luc inh,Vif imaging,Cardio protect,Exocytosis inh,m5-HT2A agonist,CaV13 ICDI inh,ABCB6 inh MLPCN
O=C(NCC1CCCO1)c1ccc(NC(=O)c2ccc(Br)cc2)cc1 (stereo not given),-0.6,-0.1,-2,0,-9,-4,-4,-2,-4,96
O=C(N=C1SC2CS(=O)(=O)CC2N1c1cccc(Cl)c1Cl)C1CC1 (stereo not given),0.2,-0.1,-10,-2,11,2,-1,-3,-5,97
CCOc1ccc(CCNC(=O)c2ccccc2OCc2c(C)noc2C)cc1OCC,-0.5,-0.2,0,-3,8,4,-4,-1,-7,102
CC(C)(C)c1ccc(CC(=O)N2CCC2(C)C(=O)NS(=O)(=O)c2ccccc2Cl)cc1 (stereo not given),5.2,0.0,0,1,12,0,2,-1,-6,99
C[C@@H]1CN([C@@H](C)CO)S(=O)(=O)c2ccc(Br)cc2O[C@H]1CN(C)C(=O)C1CCC1,-1.4,0.2,0,3,.,2,-4,1,-9,99
CC(=O)Oc1ccc(OC(C)=O)c2c1CC1(C)OC1(C)C2 (stereo not given),4.5,0.5,-1,0,-3,2,3,0,-6,98
Cc1ccccc1C(=O)NNC(=S)NC(=O)c1cccs1,0.1,0.0,-5,2,-20,29,0,-3,-2,101
Cc1csc(-c2coc3cc(O)cc(C)c3c2=O)n1,-0.2,-0.1,18,3,-14,-3,2,-2,-7,102
O=C(COC(=O)Cc1ccc(Br)cc1)Nc1c(F)c(F)c(F)c(F)c1F,-0.5,-0.1,-2,1,2,3,2,4,2,98
CCN1CCc2c(sc(NC(=O)c3ccc(S(=O)(=O)N4CCOCC4)cc3)c2C(N)=O)C1,4.4,88*,.,-4,-9,10,0,-2,-7,102
